# Source: PubChem BioAssay
# ALDH1A1 inh: qHTS Assay for Inhibitors of Aldehyde Dehydrogenase 1 (ALDH1A1) | Purified ALDH1A1, NADH fluorescence, propionaldehyde substrate | Potency, µM (series often up to 75.3 µM), inactives show top-dose activity, negative = inhibition, most hits filed as inhibitors | actives 7.3% (n = 220,000) | AID 1030, 2008; active = well fitted inhibition curve with a large enough effect, not every such curve was filed as active; inconclusive = small, poorly fitted or top-dose-only effect, or another doubt; inactive = no such curve, though single readings can be large or run the other way;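 note: plate controls were no enzyme wells and a reference inhibitor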
# Target sequence (P00352 whole entry, looked up): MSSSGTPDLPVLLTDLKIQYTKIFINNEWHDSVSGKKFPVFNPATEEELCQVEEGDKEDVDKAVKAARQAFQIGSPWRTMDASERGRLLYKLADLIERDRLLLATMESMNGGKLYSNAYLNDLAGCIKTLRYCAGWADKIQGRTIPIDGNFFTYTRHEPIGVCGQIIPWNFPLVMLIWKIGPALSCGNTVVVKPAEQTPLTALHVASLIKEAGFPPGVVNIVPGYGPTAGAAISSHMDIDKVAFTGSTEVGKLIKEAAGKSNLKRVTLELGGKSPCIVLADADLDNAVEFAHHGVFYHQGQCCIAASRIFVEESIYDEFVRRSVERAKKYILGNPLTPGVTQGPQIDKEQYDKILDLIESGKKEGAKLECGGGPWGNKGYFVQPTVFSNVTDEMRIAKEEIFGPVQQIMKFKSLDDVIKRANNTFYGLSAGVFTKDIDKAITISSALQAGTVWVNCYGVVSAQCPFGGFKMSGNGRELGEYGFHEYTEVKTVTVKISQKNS
# TRb SRC2 PPI: qHTS for Inhibitors of the Interaction of Thyroid Hormone Receptor and Steroid Receptor Coregulator 2; actives 0.065% (n = 280,000); TRbeta-SRC2 peptide binding, fluorescence polarization; receptor liganded with 1 µM T3; Potency, µM (titrated, usually from 106 µM), for the others: at the highest dose activity change, negative = inhibition, most hits filed as inhibitors;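 note: plate controls were bound peptide for no effect and peptide without receptor for full effect; nearly all actives have a fitted effect of over 50% in size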
#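 Read-out is fluorescence polarization (555 nm excitation, 632 nm emission) of a Texas Red SRC2 coactivator peptide; loss of signal reflects blocked binding to human TRb ligand-binding domain in the presence of 1 uM T3.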
# Tau ThT inhib: qHTS for Inhibitors of Tau Fibril Formation, Thioflavin T Binding; Microtubule-associated protein tau (Homo sapiens), P10636; recombinant tau K18 P301L, heparin-induced fibrillization, ThT fluorescence; Potency, µM (top dose mostly 57.4 µM), without a hit: top-dose activity, negative = inhibition, most hits filed as inhibitors; actives 2.1% (n = 270,000); AID 1460, 2008; note: nearly all actives have a fitted effect of over 55% in size
# Target sequence (P10636 561-689 P618L limits assumed): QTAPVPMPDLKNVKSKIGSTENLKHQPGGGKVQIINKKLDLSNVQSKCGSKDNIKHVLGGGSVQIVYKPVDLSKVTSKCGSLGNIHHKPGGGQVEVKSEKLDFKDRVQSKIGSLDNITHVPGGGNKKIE
#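 Aggregation was driven by heparin (20 uM final) acting on recombinant tau […] bearing P301L in 100 mM sodium acetate pH 7; fibrils were detected with Thioflavin T.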
# Tau fluor cs: Counterscreen qHTS for Inhibitors of Tau Fibril Formation, Fluorescence Polarization; AID 1463, 2008; tau K18 P301L Alexa594 fluorescence, heparin fibrillization; Potency, µM (titrated, usually from 57.7 µM), for the others: at the top dose activity change, negative = decrease; actives 0.93% (n = 280,000); note: nearly all actives have a fitted effect of over 55% in size
#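 Human tau K18 P301L (15 uM unlabeled, 0.24 uM Alexa 594-labeled) in 100 mM sodium acetate pH 7 with 20 uM heparin, 6 hr at 37 C. ThT 30 uM added, 1 hr ambient; Alexa 594 FP and total fluorescence read at 555/632 nm.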
# TR SRC2 fluor cs: Total Fluorescence Counterscreen for Inhibitors of the Interaction of Thyroid Hormone Receptor and Steroid Receptor Coregulator 2; Potency, µM (highest dose often 106 µM), for the others: top-dose fluorescence change, negative = quenching; actives 0.29% (n = 280,000); TRb/SRC2 Texas Red total fluorescence interference; AID 1479, 2009; active = well fitted curve in either direction with a large enough effect; inconclusive = small, poorly fitted or top-dose-only effect
#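 Human TRb ligand-binding domain at 0.6 uM with 20 nM Texas Red SRC2 peptide in Tris buffer containing 1 uM T3 and 5% DMSO, incubated with compound 5 h at ambient temperature. Total fluorescence (555/632 nm) calculated as parallel + 2 × perpendicular.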
# Tau FP inhib: qHTS for Inhibitors of Tau Fibril Formation, Fluorescence Polarization. Microtubule-associated protein tau (Homo sapiens), P10636. K18 P301L tau heparin fibrillization, Alexa594 FP, 6 h. actives 0.39% (n = 280,000). AID 1468, 2008. Potency, µM (series often up to 57.7 µM), inactives show at the top dose activity, negative = inhibition, actives largely listed as inhibitors; note: nearly all actives have a fitted effect of over 55% in size
#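 Human tau K18 […] P301L fragment, 15 uM unlabeled plus 0.24 uM Alexa 594-labeled tau (final), with compound and 20 uM heparin in 100 mM sodium acetate pH 7; 6 hr at 37 C, then Alexa 594 FP read.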
# aGal spleen mod: qHTS Assay for Inhibitors and Activators of Human alpha-Galactosidase From Spleen Homogenate; Alpha-galactosidase A (Homo sapiens), P06280; human spleen homogenate, 4MU-alpha-Gal fluorescence, 40 min; Potency, µM (top dose mostly 80 µM), for the others: at the highest dose activity change, negative = inhibition, usual class: inhibitors; actives 0.008% (n = 240,000);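 note: 0% = enzyme with vehicle and -100% = no enzyme basal signal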
# Target sequence (P06280 32-429 limits assumed): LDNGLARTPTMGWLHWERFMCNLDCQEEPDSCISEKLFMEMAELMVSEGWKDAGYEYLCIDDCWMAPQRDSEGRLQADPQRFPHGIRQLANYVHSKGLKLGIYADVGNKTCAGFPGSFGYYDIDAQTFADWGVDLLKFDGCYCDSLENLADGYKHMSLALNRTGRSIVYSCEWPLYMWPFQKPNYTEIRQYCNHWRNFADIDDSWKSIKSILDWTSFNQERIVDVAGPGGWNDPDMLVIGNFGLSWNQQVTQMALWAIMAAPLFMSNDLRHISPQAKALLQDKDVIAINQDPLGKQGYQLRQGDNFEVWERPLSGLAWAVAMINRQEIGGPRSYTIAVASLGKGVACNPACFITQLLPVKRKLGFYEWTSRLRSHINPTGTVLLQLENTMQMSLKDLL
#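 Inhibition or activation of alpha-galactosidase in human spleen homogenate is scored by 4-MU fluorescence after 40 min at 37C, pH 5.0, with 1 mM substrate. AC50s come from concentration-response fitted to the Hill equation.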
# L3MBTL1 inh: qHTS Assay for the Inhibitors of L3MBTL1 | Lethal(3)malignant brain tumor-like protein 1 (Homo sapiens), Q9Y468 | AlphaScreen L3MBTL1–H3K9me1 peptide binding | Potency, µM (top dose mostly 57.1 µM), without a hit: at the top dose activity, negative = inhibition, most hits filed as inhibitors | actives 0.66% (n = 230,000) | AID 485360, 2010; note: nearly all actives have a fitted effect of over 60% in size
#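 First, the protein-peptide complex forms for 30 min at room temperature (L3MBTL1 50 nM, biotinylated H3K9me1 peptide 75 nM). Next, compounds are pin-transferred and incubated 30 min. Finally, AlphaScreen beads are added and read after 30 min.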
# The depositor's hits bear a star; ? = inconclusive; nt = not tested or not shown; [ ] = dose if it differs, or a comment. Unless noted, calls come from the whole dose curve; as a rule, active = well fitted curve in the direction sought with a large enough effect; inconclusive = small, poorly fitted or top-dose-only effect, or another doubt; inactive = no such curve, though single readings can be large; an effect the other way counts as inactive or inconclusive. Unless noted, % is set by controls: 0 for no effect and ±100 for the full control effect; potency is the fitted concentration of half-maximal effect. Not a hit list, and some 8.5% of all compounds hit somewhere here.
# Values run as follows: L3MBTL1 inh	ALDH1A1 inh	Tau FP inhib	TR SRC2 fluor cs	Tau ThT inhib	TRb SRC2 PPI	aGal spleen mod	Tau fluor cs
> COc1ccc(C)cc1S(=O)(=O)NCCC1=CCCCC1
    nt	-7.3%	-1.8%	-1.6%	-19.0%	-10.0%	8.5%	-17.6%
> Cc1ccc(NC(=O)COC(=O)C2CC2)c(Br)c1
    9.7%	6.6%	8.0%	0.9%	-7.5%	0.7%	-1.1%	-4.6%
> CC1CC1C(=O)OCC(=O)NCc1ccc(Cl)cc1Cl (stereo unspecified)
    nt	4.1%	-12.7%	-1.4%	-8.7%	-11.3%	-6.1%	-8.1%
> CCOC(=O)CC(=O)CSc1nc2ccsc2c(=O)n1Cc1ccccc1
    nt	nt	-1.3%	?	-6.0%	-5.7%	nt	-13.7%
> Cc1ccc(NC(=O)CO/N=C(\N)c2nonc2N)cc1
    1.8%	?	-2.9%	0.8%	-13.3%	7.9%	1.8%	-7.6%
> C=CCn1c(C(CCCC)CC(C)O)n[nH]c1=S (stereo unspecified)
    18.1%	5.5%	-2.4%	-2.7%	-0.4%	3.2%	-0.3%	1.0%
> COc1ccc(/C=C2/CCc3ccccc3C2=O)cc1CN1CCOCC1
    -7.5%	-0.1%	3.0%	0.3%	?	-11.8%	-7.1%	-9.7%
> CC1(C)SC(=S)N(/N=C/c2cccnc2)C1N(O)C(=O)NC1CCCCC1 (stereo unspecified)
    nt	nt	-4.9%	0.3%	nt	7.8%	-6.7%	7.7%
> CCC1=NN2C(=N)/C(=C\c3cccn3-c3ccc(Br)cc3)C(=O)N=C2S1
    nt	?	-3.9%	-1.1%	?	-1.7%	5.0%	-3.3%
> c1ccc2c(c1)OCC(c1csc3ncnc(N4CCCC4)c13)O2 (stereo unspecified)
    nt	9.4%	-5.2%	-2.8%	-13.5%	-13.0%	3.6%	-12.0%
> O=C(CN1CCN(c2ccc(O)cc2)CC1)Nc1cc(S(=O)(=O)N2CCOCC2)ccc1Cl
    ?	25.1µM*	1.6%	-0.8%[53 µM]	?	0.9%[53 µM]	0.4%	-11.7%
> Cc1cc(/C=C2\SC(=S)NC2=O)c(C)n1-c1ccc(O)cc1
    -14.9%	nt	10.8%	-18.6%	7.94µM*	17.7%	17.1%	22.4µM*[quencher]
> COc1ccc(CCNC(=O)CSC(=O)c2ccccc2)cc1OC
    5.5%	?	-11.9%	-0.9%	?	-2.2%	-1.7%	-14.6%
> COc1ccc(-c2nn(CCC(=O)O)cc2CCC(=O)O)cc1
    2.0%	-8.0%	5.1%	1.7%	-10.9%	1.3%	0.9%	-4.5%
> COc1cccc(NC(=O)COc2ccc(S(=O)(=O)NC(C)C)cc2)c1
    -2.9%	11.4%	-3.3%	1.0%	-0.5%	9.5%	-2.3%	-9.0%

# 3 of these compounds, reformatted.
smiles,L3MBTL1 inh,ALDH1A1 inh,Tau FP inhib,TR SRC2 fluor cs,Tau ThT inhib,TRb SRC2 PPI,aGal spleen mod,Tau fluor cs
CC1CC1C(=O)OCC(=O)NCc1ccc(Cl)cc1Cl (stereo unspecified),nt,4.1%,-12.7%,-1.4%,-8.7%,-11.3%,-6.1%,-8.1%
CC1(C)SC(=S)N(/N=C/c2cccnc2)C1N(O)C(=O)NC1CCCCC1 (stereo unspecified),nt,nt,-4.9%,0.3%,nt,7.8%,-6.7%,7.7%
Cc1ccc(NC(=O)COC(=O)C2CC2)c(Br)c1,9.7%,6.6%,8.0%,0.9%,-7.5%,0.7%,-1.1%,-4.6%

# Remaining list, next part
# Values run as follows: L3MBTL1 inh	ALDH1A1 inh	Tau FP inhib	TR SRC2 fluor cs	Tau ThT inhib	TRb SRC2 PPI	aGal spleen mod	Tau fluor cs
> CCOc1ccc(OCC)c(NC(=O)CN(C)S(=O)(=O)c2ccc3[nH]c(=O)oc3c2)c1
    nt	nt	-2.9%	-3.8%	-1.1%	-2.8%	nt	-21.1%
> O=C(O)CCC(=O)Nc1ccccc1C(=O)NCc1ccccc1
    11.4%	8.8%	-0.9%	-1.4%[53 µM]	4.8%	-2.1%[53 µM]	-0.9%	2.6%
> CCOc1ccc(NC(=O)CN(c2ccccc2OCC)S(=O)(=O)c2ccccc2)cc1
    nt	nt	3.7%	1.2%	?	0.3%	nt	?
> CCN1CCN(CCCNC(=O)c2cnn(-c3ccc(C)cc3C)c2C2CCN(C(=O)OC(C)(C)C)CC2)CC1
    nt	nt	-3.2%	0.4%	-7.0%	9.3%	nt	-19.1%
> COc1ccc(CCN(C(=O)C(F)(F)F)C(C(=O)NC2CCCC2)c2cccs2)cc1OC (stereo unspecified)
    1.1%	-2.6%	2.8%	-2.4%	-11.2%	1.2%	-0.8%	-18.0%
> CCCC[C@@H]1C[C@H]1[C@@H](NP(=O)(c1ccccc1)c1ccccc1)c1ccccc1OC
    nt	7.5%	-0.6%	-0.6%	?	-3.2%	8.7%	-17.6%
> O=C(NCCN1CCOCC1)c1ccc2c(c1)N(Cc1ccccc1)CCS2
    -3.1%	?	10.5%	1.0%	-17.0%	5.2%	?	-22.4%
> COc1ccc(NC(=O)CSc2nc3cccnc3n2C)cc1
    -10.8%	-14.0%	3.5%	-0.4%	-5.9%	-9.6%	6.7%	5.7%
> CC(=O)CC(C)(C)S(=O)(=O)c1ccc(NC(C)=O)cc1
    -1.5%	5.1%	-2.4%	1.4%	0.1%	2.7%	7.6%	-0.2%
> Cc1cc(NC(=O)c2ccc(S(=O)(=O)N3CCc4ccccc43)cc2)no1
    nt	-1.8%	?	0.0%	1.6%	3.6%	2.4%	-14.9%
> COc1ccc(-c2nn(-c3ccccc3)cc2/C=C(\CC(=O)O)c2nc3ccccc3s2)cc1OC
    32.8%[activator]	?	-2.4%	-2.2%	?	11.0%	8.7%	-9.9%
> CN(C)CCNC(=O)Nc1ccc(Cl)c(Cl)c1
    6.6%	13.6%	-7.9%	-1.2%	5.1%	2.0%	-9.4%	-8.4%
> CCC(C)(C)NC(=O)C(c1ccccn1)N(C(=O)c1csnn1)C1CCCCC1 (stereo unspecified)
    1.7%	18.7%	5.5%	0.6%	10.5%	-2.8%	4.2%	1.8%
> NC(=O)c1ccc(OCC(F)(F)C(F)(F)C(F)(F)C(F)(F)C(F)(F)C(F)F)cc1
    -0.8%	6.1%	?	-1.7%	-0.4%	-6.6%	-2.0%	5.9%
> Fc1cccc(NC(=S)Nc2ccc(Br)cc2)c1
    4.7%	-20.4%	?	-3.8%	?	1.3%	4.4%	?
> CC(C(=O)Nc1ccc(O)cc1)c1cccc(C(=O)c2ccccc2)c1 (stereo unspecified)
    -12.1%	-8.4%	8.5%	-1.8%	-4.6%	-1.6%	-0.3%	?
> O=C(Nc1ccccc1)OC[C@H](CN1CCCCC1)OC(=O)Nc1ccccc1
    nt	-11.9%[20.9 µM]	nt	-0.5%[53 µM]	nt	-0.1%[53 µM]	-0.6%[29.1 µM]	nt
> O=C(NCc1ccco1)c1ccc2c(c1)C(=O)N(C1CCCCC1)C2=O
    2.0%	?	-18.3%	1.4%	2.3%	3.5%	-5.8%	-22.9%
> Cc1ccc(NC(=O)CSc2nnc(N)s2)c(C)c1
    nt	nt	1.1%	-4.1%	-5.0%	1.4%	nt	0.3%
> COc1ccc(OC)c(CC(NC(C)=O)C(=O)NC2CCN(c3nc(OC)nc(OC)n3)CC2)c1 (stereo unspecified)
    7.9%	8.5%	-1.5%	0.2%	-1.8%	-2.3%	-4.6%	0.4%
> O=C(Cc1ccccc1)N1CCc2ccccc21
    nt	?	0.2%	0.6%	1.9%	4.1%	0.1%	-5.3%
> COc1ccc2[nH]c(=O)c(CN(CCO)S(=O)(=O)c3ccc4c(c3)OCCO4)cc2c1
    0.8%	?	5.2%	1.3%	-0.2%	-26.0%	14.8%	6.9%
> O=C1CSC(c2ccc([N+](=O)[O-])cc2)N1C1CCCCC1 (stereo unspecified)
    nt	?	-4.2%	-1.1%	-2.0%	0.3%	6.8%	-12.5%
> COc1ccc(S(=O)(=O)N(C)CC(=O)N2CCCCC2)cc1Cl
    nt	-2.0%	1.5%	-2.0%	5.6%	-8.6%	7.3%	4.5%
> CCc1nnc(NC(=O)CCC(=O)N2CCN(Cc3cc(Cl)ccc3OC)CC2)s1
    -0.5%	7.6%	-0.2%	-3.3%	-1.1%	-1.3%	1.8%	-4.9%
> Cc1ccc(C(=O)Nc2nnc(S(=O)(=O)N3CCCCCC3)s2)cc1
    1.8%	nt	-10.8%	-16.2%	?	-1.1%	nt	?
> Cc1n[nH]c(C)c1S(=O)(=O)N1CCCC(C(=O)NC2CCCCC2)C1 (stereo unspecified)
    7.2%	0.3%	-2.1%	4.3%	2.3%	5.8%	11.7%	9.7%
> CCCN(Cc1ccccc1)C(=S)Nc1cccc(C(F)(F)F)c1
    22.8%	-6.3%	-8.2%	-0.2%	3.7%	5.2%	4.3%	-23.3%
> Cc1ccc(-n2nc3c(c2NC(=O)/C=C\c2ccc4c(c2)OCO4)CSC3)cc1
    -14.7%	?	-1.2%	-1.4%	-15.1%	-3.2%	1.2%	-9.0%
> N#Cc1c(N)c(C#N)c(-c2ccc3c(c2)OCO3)c2c1CCCC2
    0.4%	?	-12.7%	-3.0%	-10.6%	-7.4%	3.9%	-5.7%
> CCOc1cccc2cc(-c3csc(NC(=O)CCC(=O)NCCCN4CCC(C)CC4)n3)c(=O)oc12
    16.6%	9.8%	-4.8%	1.4%	-17.8%	-1.0%	4.9%	-18.8%
